IDE cell inh: inhibits human insulin-degrading enzyme in HEK cells | FAbetaB cleavage, fluorescence polarization | inhibition, % at 5.59 µM | hit rate 0.41% among 320,000 | AID 434962;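 active = percent inhibition above the average of all tested compounds plus 3 SD, set per screening campaign, cut at about 16% in these data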;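 also: IDE supplied by intact live HEK cells; FP after avidin binding of uncleaved biotin substrate so inhibition keeps polarization high; 0% = DMSO wells and 100% = 60 µM reference IDE inhibitor Ii1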
IMP-1 inh: blocks Pseudomonas aeruginosa IMP-1 metallo-beta-lactamase; purified IMP-1, nitrocefin hydrolysis, epi-absorbance fluorescence; inhibition, % at 5.6 µM; hit rate 0.45% among 290,000;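 active = inhibition above the mean plus 3 SD of all compounds in the same screening run, cut at about 4.5% in these data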;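 also: 0% = IMP-1 with DMSO and 100% = DMSO wells lacking enzyme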
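System – purified recombinant IMP-1 beta-lactamase · Input – IMP-1 dispensed at 0.2 nM · Timing – 15 min preincubation plus 25 min reaction at 25 °C · Signal – Epi-absorbance fluorescence, 480 nm excitation, 530 nm emission · Measure – percent IMP-1 inhibition derived from blank-referenced optical density · Controls – Enzyme-plus-DMSO low control, enzyme-free DMSO high control · Replication – singlicate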
VIM-2 inhibitor: inhibitors of Pseudomonas aeruginosa VIM-2 metallo-beta-lactamase; purified VIM-2, nitrocefin hydrolysis, epi-absorbance fluorescence; inhibition, % at 5.6 µM; hit rate 0.89% among 290,000;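 active = inhibition above the mean of all tested compounds plus 3 SD, cutoff set per screening run, cut at about 7.5% in these data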;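 also: red hydrolysis product quenches plate fluorescence so inhibitors raise well fluorescence; 0% = enzyme with DMSO and 100% = DMSO without enzyme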
IDE cell activ: boosts human insulin-degrading enzyme activity in HEK cells | hit rate 0.073% among 340,000 | AID 493087 | activation, % at 5.96 µM | P14735 | FAbeta-B cleavage, fluorescence polarization; 0% vehicle, 100% cell-free pure enzyme wells;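 active = activation above the mean of all tested compounds plus 3 SD, set per screening campaign, cut at about 17% in these data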
CRFBP-R2 block: blocks CRF-induced signaling of the CRF-BP/CRF-R2 complex | HEK293 CRF-R2/CRF-BP, CRF-induced calcium fluorescence | inhibition, % at 11.8 µM | hit rate 0.59% among 350,000;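 active = inhibition of the ligand-induced calcium signal above about 50% at the single tested concentration, limit read from the data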
GalR3 antagonist: blocks the human galanin receptor 3; O60755; HEK293 GalR3-CNG cAMP membrane potential fluorescence; galR3 body fused to GalR1 C-terminus; inhibition, % at 3 µM; hit rate 0.44% among 360,000;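 active = inhibition above the screen-wide average plus 3 SD, cut at about 13% in these data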;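 also: forskolin and galanin both at EC90 stimulate the cells; cAMP rise reported by CNG channel membrane potential dye signal; 0% = forskolin plus galanin with DMSO and 100% = forskolin alone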
Target sequence (O60755 1-299 limits assumed): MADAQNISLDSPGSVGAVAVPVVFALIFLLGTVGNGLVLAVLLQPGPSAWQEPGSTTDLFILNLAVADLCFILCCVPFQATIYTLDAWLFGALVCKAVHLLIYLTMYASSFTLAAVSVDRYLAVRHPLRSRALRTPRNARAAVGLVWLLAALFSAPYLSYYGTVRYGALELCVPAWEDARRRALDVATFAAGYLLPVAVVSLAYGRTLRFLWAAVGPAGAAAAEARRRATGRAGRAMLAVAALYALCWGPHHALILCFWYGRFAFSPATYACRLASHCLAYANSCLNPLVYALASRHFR
HCV NS3 hel inh: blocks Hepatitis C virus NS3 helicase unwinding; inhibition, % at 10.9 µM; hit rate 0.56% among 290,000; AID 1800; NS3 helicase DNA unwinding, Cy5 molecular beacon fluorescence;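 active = inhibition above the mean of all tested compounds plus 3 SD, set per campaign, cut at about 35% in these data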;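 also: 0% = DMSO wells and 100% = thioflavine S control wells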
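Control set: DMSO versus 110 µM thioflavine S; Material: NS3 helicase fragment of HCV; Measured by: Cy5 fluorescence at 0 and 60 min, beacon hairpin quenching; Read-out basis: percent inhibition from t60/t0 fluorescence ratio; Times: reaction time 60 min, 25 °C; Repeats: single replicate; Compound dosing: single dose, 10.9 µM nominal final, DMSO 0.8% final.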
SUMO HTRF inh: inhibitors of human SUMOylation (UBC9); HTRF SUMOylation assay, SAE1/SAE2 + UBC9, in vitro; inhibition, % at 35 µM; hit rate 0.36% among 290,000; AID 2006; in the data active = inhibition above about 50%, passing the limit was not always enough; also: strong numbers were not always called active
Target sequence (P63279 whole entry, looked up): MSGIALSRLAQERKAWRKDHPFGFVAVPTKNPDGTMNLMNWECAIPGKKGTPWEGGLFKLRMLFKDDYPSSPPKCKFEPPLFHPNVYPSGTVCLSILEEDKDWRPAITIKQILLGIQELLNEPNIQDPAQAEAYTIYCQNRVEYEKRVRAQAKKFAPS
p-CIP stab down: compounds decreasing mouse p/CIP protein stability | Q05BA5 | AID 1984 | F442A p/CIP-EGFP cells, EGFP fluorescence, 16 h | hit rate 0.01% among 290,000 | decrease of EGFP signal, % at 10 µM;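 active = EGFP signal decrease of at least 30% at 10 µM or well 3 SD below plate mean, unless failing retest; inactive = the rest, including hits failing retest or dose response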; also: some compounds called inactive have numbers as strong as hits; many of its hits are not listed in these tables
Active calls of the source: *; nt = no result given.

The line under a structure holds: IDE cell inh	IMP-1 inh	VIM-2 inhibitor	IDE cell activ	CRFBP-R2 block	GalR3 antagonist	HCV NS3 hel inh	SUMO HTRF inh	p-CIP stab down
Cc1cc(C)cc(N(CC(=O)Nc2c(C)n(C)n(-c3ccccc3)c2=O)S(C)(=O)=O)c1
    2	-3.6	-1.7	8	-8	1	0	-8	9
O=C1c2cccc(OCC(=O)N3N=C(c4cccs4)CC3c3ccc(F)cc3)c2CCN1Cc1cccnc1 (stereo not given)
    4	-3.4	-3.1	-2	39	-1	4	-2	0
Cc1cc(C(F)(F)F)nc(SCC(=O)NC2CC3CCC2C3)n1 (stereo not given)
    -2	-2.1	-1.9	8	14	-4	4	1	-13
Cc1cc(OCC(=O)Nc2cccc(S(=O)(=O)NC3=NCCCCC3)c2)ccc1Cl
    4	-2.4	-3.1	4	0	-11	-5	-4	-2
C/C(CC(=O)NC(C)(C)C)=N\NC(=O)COc1ccc(C)cc1Br
    -7	-2.6	-3.1	6	0	-4	5	-6	-4
CN(C)CCNC=C(C(=O)Nc1ccc(Cl)cc1Cl)C(=O)Nc1ccc(Cl)cc1Cl
    4	-3.0	-2.7	-2	-35	0	-1	17	-9
COC(=O)N/N=C/c1c[nH]c2ccccc12
    1	-0.3	3.1	-1	32	-6	7	10	-1
COc1ccc(N2CC(NS(=O)(=O)c3ccc(F)cc3)CC2=O)cc1 (stereo not given)
    6	nt	nt	-1	0	-3	nt	nt	nt
O=C(Nc1ccccc1Cl)c1c(F)c(F)c(F)c(F)c1F
    2	1.2	-1.1	4	-12	-3	6	nt	nt
O=C(NCCN1CCOCC1)c1ccccc1N1C(=O)[C@@H]2Cc3c([nH]c4ccccc34)C(c3ccc(F)cc3)N2C1=O (stereo not given in full)
    3	-2.2	-4.6	3	6	-4	-98	-7	-1
CCn1c(Cc2ccccc2)nnc1SCc1ccc([N+](=O)[O-])cc1
    2	-0.4	-0.8	4	9	-4	-1	-4	5
O=C(/C=C/c1cccc(F)c1)Nc1cc(S(=O)(=O)N2CCOCC2)ccc1N1CCCC1
    1	-1.0	-0.3	0	27	-2	-6	1	-5
CCCOc1ccc(S(=O)(=O)NCCN2CCOCC2)c2ccccc12
    -1	-2.7	-3.4	-4	-21	1	-16	4	-8
CCCCNC(=O)CC1Nc2ccccc2NC1=O (stereo not given)
    0	-2.1	-3.8	5	19	4	10	4	1
O=C(Cc1ccccc1[N+](=O)[O-])N/N=C/c1cccnc1
    -7	-1.7	-0.3	-2	0	0	4	14	-3
Cc1ccc(C)c(/C(O)=C2\C(=O)C(=O)N(CCCn3ccnc3)C2c2ccncc2)c1 (stereo not given)
    6	-5.0	-2.7	5	22	-4	-1	-12	-12
O=C(NC1CCCCC1)C(c1ccccc1)N1CCOCC1 (stereo not given)
    -1	-2.3	-4.7	5	6	3	4	15	2
CN(C(=O)COC(=O)c1nc(Cl)c(Cl)c(Cl)c1Cl)C1CCS(=O)(=O)C1 (stereo not given)
    nt	-1.1	1.2	4	36	-8	-6	22	-3
Cc1cc2nc(N)sc2cc1[N+](=O)[O-]
    1	-0.9	-0.1	-3	7	1	0	-16	1
CCOc1c(Br)cc(C(N)=O)cc1OCc1ccccc1
    6	-1.9	-2.2	1	-9	-7	-7	-23	-2
Cc1ccc(S(=O)(=O)N(C)S(=O)(=O)c2ccc(C)cc2)cc1
    5	nt	nt	4	6	-6	nt	nt	nt
COc1cc2[nH]c(=S)nc(NCc3ccccc3)c2cc1OC
    -3	-3.1	-2.6	0	9	-12	-8	10	4
O=C(O)CCc1ccc(-c2ccccc2)n1-c1cccc(C(=O)O)c1
    12	-4.5	-1.6	7	10	-7	10	9	-17
COc1ccc(-c2cn[nH]c2C)cc1OC
    -2	-1.3	0.3	4	7	3	-5	-1	-8
Cc1nc2scc(C)n2c(=O)c1S(=O)(=O)Nc1ccc(N2CCN(S(C)(=O)=O)CC2)cc1
    4	-3.1	-8.4	1	-3	-8	8	nt	-12
CCNC(=S)NS(=O)(=O)c1ccc(F)cc1
    3	-1.4	-1.0	-2	13	3	-11	7	1
Cc1ccc(Cn2ccc(NC(=O)c3cc(C(C)C)on3)n2)cc1
    2	-3.1	-8.1	10	17	nt	-7	-18	-2
Cc1ccccc1-c1nnc(SCC(=O)Nc2cccc(C)c2C)o1
    3	-3.8	-2.1	-2	20	-3	-4	6	2
O=C(NNC(=O)c1ccc(Br)s1)NC1CCCCC1
    nt	0.0	-1.2	3	-8	-1	6	-8	-4
C[C@H](NC(=O)N1CCn2c1nc1ccccc12)C(=O)NC1CC1
    3	-2.8	-3.9	4	-16	-6	3	-1	4
COC(=O)c1ccc(/C=N/NC(=O)c2ccc3nc[nH]c3c2)cc1
    -1	-1.1	1.0	3	-7	-7	0	7	-8
BrC(=C\c1ccccc1)/C=N/Nc1ccc2nncn2n1
    -2	-1.5	2.7	-3	4	-7	-2	23	-9
COCCNc1nc(N)c([N+](=O)[O-])c(NCc2ccccc2)n1
    nt	-2.0	0.8	1	-13	-7	4	-10	4
COc1cccc(NC(=O)CN(C)C(=O)CSc2nc(C)cc(C)n2)c1
    -2	nt	nt	3	21	-4	nt	nt	nt
COc1cc(C(=S)N2CCCC2)ccc1OS(=O)(=O)c1ccc(NC(C)=O)cc1
    5	-2.2	-2.1	5	-7	-2	2	2	-15
Cc1cc(C(=O)NCCN2CCOCC2)ccc1[N+](=O)[O-]
    3	-1.0	1.7	nt	7	-1	3	6	-7
CN1C(=O)CC(N2CCC(C(N)=O)(N3CCCCC3)CC2)C1=O (stereo not given)
    0	0.5	-2.7	-7	-3	-1	-6	4	2
Cc1nn(C)c(C)c1C(C)NC(=O)c1ccc(OC2CCN(Cc3ccccn3)CC2)cc1 (stereo not given)
    11	-0.1	-1.1	3	1	-6	-5	6	10
COc1ccc(NC(=O)c2cc(C(C)C)on2)c(OC)c1
    0	-2.2	-3.9	7	6	3	-2	-5	-19
O=C1CCCN1CCCN1CC(C(=O)N(CCO)Cc2ccccc2)CCC1=O (stereo not given)
    5	-1.0	-1.8	4	1	3	-2	0	-6
O=C(Nc1ccc(OCc2ccccc2)cc1)Nc1cccnc1
    0	-0.9	-3.2	7	3	-4	1	11	-3
CC1CC(C)CN(CCCNC(=O)CCC(=O)N2CC(C)Oc3ccccc32)C1 (stereo not given)
    -2	-1.9	-1.6	7	11	nt	-2	9	-2
COc1ccc(N2C(=O)NC3CC2(C)Oc2ccccc23)cc1 (stereo not given)
    0	-3.5	-3.3	9	-3	6	5	12	-6
Nc1nc(-c2ccccc2)cn1N
    3	-1.6	-1.3	4	-1	4	6	0	4
Cc1cc(C)c(S(=O)(=O)c2ccccc2C(=O)O)c(C)c1
    -3	-2.5	-1.5	5	12	-2	6	20	0
CC(C)CNC(=O)CSc1nnc(-c2ccc(Cl)cc2)n1N
    -1	-0.6	-0.4	9	17	-8	-7	12	1
COc1ccc(C(=O)CCC(=O)Nc2cccnc2)c(OC)c1
    1	-0.1	-1.8	4	6	-8	9	-3	-2
COC(=O)C1=C(C)Nc2c(c(=O)n(C)c(=O)n2C)C1c1cccc(O)c1 (stereo not given)
    0	-1.4	0.1	9	-1	-1	3	11	0
c1ccc(C2=Nn3c(nnc3-c3ccco3)SC2)cc1
    5	0.0	8.3*	-7	8	-1	-7	-1	3
Cn1c(=O)[nH]c(=O)c2c1nc(N1CCCCC1)n2CC(O)COc1ccc([N+](=O)[O-])cc1 (stereo not given)
    3	0.4	1.6	4	-1	-8	-4	10	-3
Clc1cccc(Nc2nc(-c3ccncc3)cs2)c1
    14	-1.9	-3.3	-1	-3	-5	-13	13	-9
COc1ccc(-n2nc(C(=O)NCC(=O)NC(C)C)c3ccccc3c2=O)c(OC)c1
    3	-0.5	-1.7	3	-7	-7	6	-3	6
Cc1ccc(C(=O)N/C(=C\c2ccc(Cl)cc2)C(=O)NCC2CCCO2)cc1 (stereo not given)
    -2	-1.7	-2.8	0	-3	-2	-9	-1	7
COc1ccc(C(CNC(=O)c2cccc(S(=O)(=O)Nc3ccccc3OC)c2)N2CCOCC2)cc1 (stereo not given)
    -2	nt	nt	2	0	-1	nt	nt	nt
COc1cc(C(=O)Nc2ccc(OCC(=O)O)cc2)cc(OC)c1OC
    2	-5.3	-3.7	4	0	7	12	-2	-6
Cc1ccc(C(=O)OCC(=O)Nc2ccccc2N2CCOCC2)cc1
    -1	-3.0	-2.5	1	10	0	0	-9	-2
COc1ccccc1NC1=CC(=O)CC(c2ccccc2)C1 (stereo not given)
    1	-2.4	-1.4	3	15	-4	19	30	14
O=C1C2CC=CCC2C(=O)N1Nc1ccccc1 (stereo not given)
    4	-0.3	-1.4	0	2	-7	-4	-12	8
NC(=O)C1CC(O)CN1c1nc(CN2CCOCC2)nc2scc(-c3ccccc3)c12 (stereo not given)
    -5	-1.6	-1.1	0	9	-2	-3	10	-6
C=CCn1c(=NC(=O)c2cccs2)sc2cc(NC(C)=O)ccc21
    -4	-2.7	-3.8	-5	-15	5	-9	27	-14

Next part.
The line under a structure holds: IDE cell inh	IMP-1 inh	VIM-2 inhibitor	IDE cell activ	CRFBP-R2 block	GalR3 antagonist	HCV NS3 hel inh	SUMO HTRF inh	p-CIP stab down
O=C(Nc1ccncc1Cl)c1ccncc1
    -1	-2.5	-2.1	4	-2	-3	7	12	-8
COc1ccc(-n2nc(C(=O)NCC(=O)NCC3CCCO3)c3ccccc3c2=O)cc1Cl (stereo not given)
    -4	-3.1	-0.1	6	4	-1	7	-1	-6
CCCCc1nc2cc(C(=O)N3CCCCC3CCNC(C)=O)ccc2o1 (stereo not given)
    -1	-2.5	-2.0	5	-7	-6	1	4	5
Cc1cc(NC(=O)COc2ccc(N(C)S(=O)(=O)c3ccccc3)cc2)no1
    -6	-4.5	-3.3	0	6	-4	8	0	-1
CC(Sc1ccccc1)C(=O)N/N=C/c1ccccc1 (stereo not given)
    1	nt	nt	0	-5	-5	nt	nt	nt
CC(=O)c1cccc(S(=O)(=O)NCCC(=O)O)c1
    -2	-0.3	1.3	2	7	-1	5	0	-2
O=C(Nc1cc(S(=O)(=O)N2CCOCC2)ccc1N1CCOCC1)c1cccc(S(=O)(=O)N2CCCCC2)c1
    -3	-1.1	1.2	1	12	1	-13	0	0
COc1ccccc1NC(=O)CSc1nncn1-c1ccccc1
    9	-2.1	-3.8	4	7	-8	3	-3	-13

Screening results deposited in PubChem BioAssay by several laboratories.

Compounds as they come; any-hit rate near 3.2%.
